# MRP-1 activ – activators of MRP-1; H69AR cells + doxorubicin, viability rescue, CellTiter-Glo; viability increase, % at 10 µM; actives 0.61% (n = 140,000); AID 799;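 active means viability gain under doxorubicin at or above a set limit, the compound median plus 3 SD, cut at about 4.7% in these data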;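 further: MRP-1 overexpressing cells given doxorubicin 25 µM after compound pretreatment; 18-22 h compound pretreatment then 72 h with doxorubicin before readout; 0% = doxorubicin-only wells and 100% = vehicle-treated cells without doxorubicin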
# Yeast lifespan up – extends the lifespan of yeast | S. cerevisiae growth with nicotinamide, OD615; deaD strain in restrictive glucose medium | actives 0.68% (n = 130,000) | inhibition of the nicotinamide effect, % at 10 µM;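 active means inhibition above a set limit, placed 3 SD over the median of all compounds, cut at about 26% in these data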;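 further: 0% = nicotinamide-treated wells and 100% = cells grown without nicotinamide; some compounds called inactive have numbers as strong as hits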
#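 System: Modified budding yeast, DeaD strain | Buffer or medium: Restrictive glucose medium | Also added: 1.5 mM nicotinamide | Doses: 10 µM single point, 0.25% DMSO | Schedule: 48 h compound exposure at 30 °C, humidified | Detection: Absorbance at 615 nm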
# E-sel TNF inh – TNF alpha driven E-selectin expression inhibition; HUVEC TNFa-induced E-selectin immunofluorescence, high content; inhibition, % at 2 µM; actives 0.71% (n = 120,000); AID 1246;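 active means inhibition above the batch mean plus 3 SD, and confirmed as a hit on visual image review, cut at about 43% in these data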;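 further: 0% = TNF-stimulated DMSO wells and 100% = unstimulated control wells; not every result past the cut was called active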
# Measles CPE – protection of cells from measles virus. Measles virus-infected cells, CPE protection, absorbance. protection (pct of control), % at 4 µM. actives 1.5% (n = 140,000). AID 841; in the data active means protection mostly above about 24%, no sharp cut-off; inactive means mostly below about 26%; further: some compounds called inactive have numbers as strong as hits
# GALR2 blocker – blocks the human galanin receptor 2. AID 828. GALR2-expressing cells, antagonist mode. O43603. actives 0.39% (n = 140,000). inhibition, % at 4 µM; in the data active means inhibition above about 27%;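 further: cells stimulated with galanin 1-16 at roughly its EC80; 0% = agonist challenge control and 100% = basal control without agonist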
# Target sequence (O43603 whole entry, looked up): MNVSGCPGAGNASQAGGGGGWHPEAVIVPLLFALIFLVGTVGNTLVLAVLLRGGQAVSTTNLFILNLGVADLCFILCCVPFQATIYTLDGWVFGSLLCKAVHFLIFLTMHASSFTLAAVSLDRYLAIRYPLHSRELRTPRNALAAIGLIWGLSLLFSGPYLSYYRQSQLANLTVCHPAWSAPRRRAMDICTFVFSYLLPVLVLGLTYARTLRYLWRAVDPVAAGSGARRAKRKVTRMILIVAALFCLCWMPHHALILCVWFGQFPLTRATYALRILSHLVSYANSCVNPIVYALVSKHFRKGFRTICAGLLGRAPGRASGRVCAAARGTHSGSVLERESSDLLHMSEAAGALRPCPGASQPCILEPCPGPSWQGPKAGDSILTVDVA
# bCat KO growth – beta-catenin-lacking colon tumor cell growth suppression | actives 1.5% (n = 140,000) | AID 818 | HCT116 beta-catenin knockout viability, CellTiter-Glo, 60 h; active compounds read low | viability, % at 10 µM;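 active means viability at or under a set limit, the compound median less 4 SD, cut at about 6% in these data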;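 further: 0% = Hyamine 1622 control at 20 µM and 100% = untreated cell control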
# NPY Y2 blocker – NPY-Y2 (human) receptor antagonism. P49146. NPY-Y2 expressing cells, antagonist mode. inhibition, % at 2.7 µM. actives 0.99% (n = 140,000). AID 793; in the data active means inhibition above about 17%;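 further: 0% = vehicle with agonist challenge and 100% = reference antagonist with challenge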
# Target sequence (P49146 whole entry, looked up): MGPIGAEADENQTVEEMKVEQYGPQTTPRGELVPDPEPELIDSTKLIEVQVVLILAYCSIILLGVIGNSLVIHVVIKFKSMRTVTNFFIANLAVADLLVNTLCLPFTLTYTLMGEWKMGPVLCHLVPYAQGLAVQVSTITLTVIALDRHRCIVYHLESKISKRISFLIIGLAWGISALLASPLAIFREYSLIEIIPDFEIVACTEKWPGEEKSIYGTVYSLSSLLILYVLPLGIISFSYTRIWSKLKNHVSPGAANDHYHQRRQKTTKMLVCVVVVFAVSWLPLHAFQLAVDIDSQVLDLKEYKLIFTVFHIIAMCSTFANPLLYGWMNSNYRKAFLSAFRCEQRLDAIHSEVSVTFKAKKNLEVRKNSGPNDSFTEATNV
# BB579 growth dn – yeast BB579 growth reduction in restrictive medium; AID 804; S. cerevisiae BB579 growth, OD615, 48 h; actives 0.51% (n = 140,000); inhibition, % at 10 µM;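 active means inhibition above a set limit, 3 SD over the mean compound inhibition, cut at about 44% in these data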; further: inactives centre near -24
#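 System: DeaD yeast strain BB579; buffer or medium: CSMM-D dextrose restrictive medium; technique: OD at 615 nm; schedule: 4 h cell preincubation, 48 h compound exposure, 30 °C humidified; doses: single 10 µM dose; controls: amphotericin B 10 µg/mL, positive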
# Phagocyt inh – macrophage phagocytosis inhibition | actives 0.07% (n = 110,000) | J774A.1 macrophage IgG-bead phagocytosis, imaging | inhibition, % at 5 µM;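 active means inhibition above the mean of the plate negative controls plus 5 SD, cut at about 13% in these data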;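 further: phagocytic index as fraction of beads internalized from green versus red external bead signal; plate controls were DMSO negative control for no effect and cytochalasin-D positive control for full effect; some results beyond the cut were filed as inactive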
# HCT116 PTEN-null – growth suppressors of cells with PTEN tumor suppressor deletion. HCT116 PTEN-null viability, CellTiter-Glo, 60 h; active compounds read low. viability, % at 10 µM. actives 1.2% (n = 140,000). AID 827;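 active means viability at or below a set limit, 4 SD under the median of all tested compounds, cut at about 3.7% in these data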;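 further: PTEN knockout HCT116 line with beta catenin targeted HCT116 as companion control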
# Active calls of the source: *; . = not tested or not shown.
SMILES,MRP-1 activ,Yeast lifespan up,E-sel TNF inh,Measles CPE,GALR2 blocker,bCat KO growth,NPY Y2 blocker,BB579 growth dn,Phagocyt inh,HCT116 PTEN-null
c1ccc(CCNc2nc3ccccc3s2)cc1,-0.6,-8.7,3.7,16.1,-9.5,76.1,1.4,-16.1,0.6,74.1
CCOc1ccc(C(=O)OCn2nnc3ccccc3c2=O)cc1OC,-1.1,-10.9,-68.9,14.6,5.8,99.3,2.5,6.5,-0.3,100.5
CCc1ccc(OCCCOc2ccc(C=O)cc2)cc1,2.2,-5.8,10.2,9.8,6.6,99.0,1.6,-71.1,0.2,101.8
CCOc1ccc(NC(=O)CCSc2nc3c(c(CC)c2C#N)C(=O)CC(C)(C)C3)cc1,-2.6,-0.6,-9.8,21.4,2.9,90.0,3.0,-33.0,1.6,87.8
O=C(Nc1ccc(N2CCN(C(=O)c3ccco3)CC2)c(Cl)c1)c1cccs1,-1.0,-12.3,8.3,3.3,4.0,60.1,1.8,-61.0,0.1,54.0
COc1cccc([C@@H]2Oc3ccc(OC)cc3C(=O)[C@H]2OC(=O)Nc2cc(OC)c(OC)c(OC)c2)c1,-1.3,3.0,-12.6,13.5,-6.9,97.0,0.9,-44.5,.,90.0
O=C(Nc1ccc(F)cc1F)N1CCCCC1c1cccnc1 (centres undefined),0.2,-0.2,-34.4,13.9,3.9,97.0,0.1,-21.9,-0.6,104.2
COc1ccc(Oc2c(C)oc3c(CN4CCOCC4)c(O)ccc3c2=O)cc1,-5.4,-11.8,-16.7,34.5*,4.1,87.9,1.3,-10.2,.,103.4
Cc1ccc(/C(O)=C2\C(=O)C(=O)N(CCN(C)C)C2c2ccccc2F)cc1 (centres undefined),0.1,.,-46.7,16.1,10.8,95.0,0.0,-1.6,-1.1,96.7
O=C(N/N=C/c1cccc([N+](=O)[O-])c1)c1cnccn1,-1.0,-7.9,15.7,4.9,-0.3,101.5,0.8,7.6,.,94.6
O=C(Cn1c2ccccc2c(=O)c2ccccc21)N/N=C/c1cc([N+](=O)[O-])ccc1N1CCCCCC1,-4.7,-10.9,31.6,6.9,-4.1,10.9,14.9,-15.2,.,10.5
COc1ccc2c(c1)C(=NN)c1cc(OC)ccc1-2,-1.4,-27.9,14.9,31.7,-2.5,80.7,-0.5,-25.6,.,69.4
O=c1c2ccccc2n(Cc2ccc(Cl)cc2)c(=O)n1Cc1ccco1,1.0,-7.0,-9.7,7.3,-0.5,69.9,4.2,-46.5,.,72.0
Cc1cc(Cl)ccc1OCC(=O)NCCCCc1ccccc1,1.2,-6.6,2.6,8.2,-5.2,90.2,11.6,-10.4,-10.8,97.1
CSc1ccccc1Sc1cc(C(=O)O)c2ccccc2n1,-1.3,-1.0,.,.,2.8,86.1,1.4,-3.6,.,93.6
O=C(Nc1ccc(Br)c(Cl)c1)c1ccco1,-1.8,-12.0,23.2,3.2,3.2,71.7,7.2,-39.9,.,76.7
Cc1ncc(C[n+]2csc(CCOC(=O)CC34CC5CC(CC(C5)C3)C4)c2C)c(N)n1,-3.5,-0.5,.,5.5,-8.5,93.2,1.4,-20.9,-6.7,98.3
O=C1C(=O)N(O)C2CCCCC2N1O (centres undefined),0.2,0.1,3.2,5.9,-10.4,86.3,1.0,-25.3,-11.2,92.5
Cc1ccc(C(C)C)c(OCc2ccc(-c3nnco3)cc2)c1,-2.1,-12.1,.,6.8,2.1,69.7,7.4,-10.5,1.0,66.7
C=C(C)[C@@H]1CCC2(C(=O)O)CC[C@]3(C)[C@H](CC[C@@H]4[C@@]5(C)CCC(=O)C(C)(C)[C@@H]5CC[C@]43C)[C@@H]12 (some centres undefined),-2.8,8.9,-30.2,16.4,-3.3,17.9,2.4,-41.1,.,20.7

# Part of the list above, as tab-separated lines.
Structure	MRP-1 activ	Yeast lifespan up	E-sel TNF inh	Measles CPE	GALR2 blocker	bCat KO growth	NPY Y2 blocker	BB579 growth dn	Phagocyt inh	HCT116 PTEN-null
Cc1ccc(C(C)C)c(OCc2ccc(-c3nnco3)cc2)c1	-2.1	-12.1	.	6.8	2.1	69.7	7.4	-10.5	1.0	66.7
C=C(C)[C@@H]1CCC2(C(=O)O)CC[C@]3(C)[C@H](CC[C@@H]4[C@@]5(C)CCC(=O)C(C)(C)[C@@H]5CC[C@]43C)[C@@H]12 (some centres undefined)	-2.8	8.9	-30.2	16.4	-3.3	17.9	2.4	-41.1	.	20.7

# (cont.)
SMILES,MRP-1 activ,Yeast lifespan up,E-sel TNF inh,Measles CPE,GALR2 blocker,bCat KO growth,NPY Y2 blocker,BB579 growth dn,Phagocyt inh,HCT116 PTEN-null
CCOC(=O)C(C)CC(C)C(=O)N1CCOCCN(C(=O)C(C)CC(C)C(=O)OCC)CCOCC1 (centres undefined),-1.6,-9.0,0.8,11.3,-2.8,98.8,0.7,-2.2,.,92.9
CCOC(=O)c1ccc(NC(=O)CSc2nnc(CCc3ccc(C)o3)n2-c2ccccc2)cc1,-1.5,-2.0,-9.1,4.2,-0.2,84.0,-1.2,-48.4,1.5,90.2
Cc1ccc(C)n1-n1cnc2sc3c(c2c1=O)CCCCC3,-2.0,-4.6,-4.4,17.1,-0.6,82.1,3.9,-32.3,-1.6,72.1
Cc1ccccc1Nc1nnc(SCC(=O)NC2CCCc3ccccc32)s1 (centres undefined),-1.0,-6.8,-2.4,4.5,-2.1,77.7,5.2,-28.1,-9.3,77.0
C=CCn1c(N)c(C(=O)OC(C)(C)C)c2nc3ccccc3nc21,-3.5,17.1,0.9,9.6,17.2,76.8,3.9,-25.6,0.9,68.5
COc1cc(NC(=O)c2cc3nc(C)cc(C)n3n2)c(OC)cc1Cl,-0.6,-18.0,0.8,15.5,-5.2,84.1,-0.7,-28.1,2.1,82.5
Oc1ccc(Cl)cc1C=Nc1ccc2c3c(cccc13)CC2,-2.8,8.0,.,4.8,15.3,82.3,2.1,-75.8,-5.2,90.3
O=C1C2C3C=CC(C4CC34)C2C(=O)N1Cc1ccco1 (centres undefined),-0.5,8.1,.,16.0,0.3,94.2,4.8,-35.9,.,97.8
COc1cc(Cl)c(C)cc1NC(=O)COc1cc(C)nc(C(C)C)n1,-1.2,-2.8,-9.5,8.1,8.6,92.9,4.4,8.5,-0.6,98.3
CCC(C)(C(=O)NC1CCCCC1)N(C(=O)C1CCC(=O)N1)c1ccccc1 (centres undefined),-1.0,1.8,-73.5,14.8,8.6,90.6,-2.1,-49.8,-0.4,106.6
N#CCSc1nc2ccccc2c(=O)n1CCC(=O)NCCc1ccccc1,0.3,1.6,.,0.9,-14.4,95.4,-0.7,-45.9,-3.0,103.4
O=[N+]([O-])c1ccc(-c2csc(Nc3ccccc3)[n+]2Cc2ccccc2)cc1,-1.9,-1.2,.,11.8,7.3,46.4,18.7*,-12.0,-11.0,64.3
C=CCc1ccccc1OCCCCN1CCCC1,-2.6,-17.2,.,3.5,-2.2,96.0,5.7,13.4,-1.2,120.2
Cn1c(Cn2c(=O)sc3ccccc32)nnc1SCC(=O)NCc1ccc(F)cc1,-1.7,1.4,-9.4,16.3,5.6,91.0,3.1,-35.4,.,89.0
O=C(Cc1c(F)cccc1Cl)N1CCN(C(=O)c2ccco2)CC1,-1.8,-6.2,13.4,32.1,14.0,94.3,2.3,-8.1,-1.0,99.2
COc1ccccc1C(=O)/C=C/c1ccc(N2CCCCC2)c([N+](=O)[O-])c1,-5.6,2.5,.,28.4,6.2,1.5*,-0.7,-32.6,.,1.4*
O=C(NCCc1ccccc1)c1cnn2c(C(F)F)cc(C3CC3)nc12,-1.5,-9.6,8.9,2.8,7.8,83.3,11.9,-0.5,-1.0,79.9
CCOc1ccc(N(CC(=O)NC2CCCC2)S(=O)(=O)c2c(C)noc2C)cc1,-2.1,-9.6,.,21.1,9.2,99.4,5.4,-0.8,-0.2,102.3
CC(=O)Nc1ccc(N=Nc2ccc(O)cc2)cc1,-4.9,-4.3,3.2,17.4,8.7,88.6,0.5,-37.2,-8.6,85.2
CN1/C(=C/C(=O)c2cccs2)Sc2ccccc21,-2.5,14.2,-21.9,12.9,6.9,65.4,1.4,-32.8,-0.2,64.0
O=C(COC(=O)c1c2c(nc3ccccc13)CCCC2)Nc1ccc2c(c1)OCO2,-0.4,-13.5,.,6.2,1.6,36.9,17.3*,-17.3,.,23.5
COC(=O)c1sc2nc(SCc3cccc(Cl)c3)n(N)c(=O)c2c1C,-0.2,0.4,23.2,19.4,-1.7,87.0,6.4,-45.5,-1.4,99.7
Cc1ccc(Nc2nc(NCC3CCCO3)nc(N)c2[N+](=O)[O-])cc1 (centres undefined),0.7,-2.9,-23.2,11.4,-8.0,103.7,0.3,-6.6,-3.8,82.5
Cc1cc2oc(C(=O)Nc3c(C)n(C)n(-c4ccccc4)c3=O)c(C)c2cc1Cl,-4.0,2.8,.,12.3,2.7,83.9,4.7,-44.0,-2.5,85.0
Cc1ccc(C(=O)O/N=C(\N)c2nonc2N)cc1,1.6,-7.1,2.1,6.0,4.1,101.8,5.5,-1.8,2.2,102.8
O=C(CCSc1ccccn1)Nc1ccc(Br)cc1,-2.0,-9.4,-8.1,5.7,11.1,97.0,2.0,-23.3,-3.6,107.6
CCOC(=O)C(C)Sc1nnc2n1C(C)(C)Cc1ccccc1-2 (centres undefined),-1.1,6.2,-30.9,17.7,3.2,99.8,2.1,-15.6,.,96.7
CC(=NCCN1CCNCC1)C1=C(O)CC(C)(C)CC1=O,-1.4,15.8,.,4.8,3.5,103.7,0.4,-21.8,-2.6,92.6
CCN(CC)c1nc(Nc2ccc(Cl)cc2)nc(OCC#N)n1,0.8,-10.7,.,0.9,1.3,80.7,-4.3,-44.4,5.2,72.5
CCOC(=O)c1ccc(NC(=O)Oc2ccccc2)cc1,0.3,-14.1,-32.4,3.8,11.9,105.9,0.1,-3.0,-0.6,100.1
COc1ccc2[nH]c(=O)c(C(c3nnnn3C3CCCC3)N(C)C3CCCCC3)cc2c1 (centres undefined),-1.9,-13.4,.,2.7,-6.0,78.3,2.3,-25.1,-0.5,76.8
CO/N=C/c1ccc(Oc2ccc([N+](=O)[O-])cc2[N+](=O)[O-])c(OC)c1,-4.6,11.3,.,2.8,1.3,10.3,4.2,-25.8,5.3,12.4
CC(c1cccnc1)N(C(=O)Nc1ccccc1)C1CCCCC1 (centres undefined),-0.1,3.3,4.2,5.8,8.1,111.0,7.8,-12.9,-0.6,111.7
O=C(CSc1ccc(-c2ccccc2)nn1)NCc1ccco1,-3.2,.,-25.6,4.8,3.1,90.9,4.6,-9.0,.,96.8
COc1cccc(NC(=O)CSc2nnc(Cn3cnc([N+](=O)[O-])n3)n2C)c1,0.6,-2.7,.,43.8,-0.2,91.1,3.3,-12.2,-6.6,93.8
O=C(CNC(=O)Cc1ccccc1)NCC(=O)OCC(=O)c1ccccc1Cl,-2.4,-5.4,16.7,8.5,-4.5,93.2,1.3,-27.0,0.3,97.0
CC(=O)Nc1ccc(NC(=O)COc2ccccc2C(=O)Nc2cccc(Cl)c2Cl)cc1,-3.1,1.8,.,9.3,6.1,87.9,-2.5,-12.7,-1.9,85.7
COc1ccc(CNC(=O)C2CCN(c3nc(OC)nc(OC)n3)CC2)cc1,-0.4,90.3*,-9.4,15.3,-2.0,110.3,-1.0,-37.3,.,96.9
